beta cell repl = induces beta-cell replication in MIN6 cells | MIN6 cells proliferation, ATPlite luminescence, 48 h; cells starved in 0.2% serum; 100% = growth in 10% serum | proliferation, % at 10 µM | 0.29% of 330,000 active | AID 2380;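 active means compounds whose signal lies at least 3.5 SD above the mean of all wells on their plate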;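 further: 0% = DMSO-treated cells in low-serum medium and 100% = 10% serum control; some compounds called inactive have numbers as strong as hits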
mIAP block = mouse IAP inhibition; purified mouse IAP, CDP-Star luminescence, 30 min; inhibition, % at 10 µM; 0.2% of 330,000 active;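 active means inhibition of at least 40% at 10 µM in the primary screen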;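 further: plate controls were DMSO with enzyme for no effect and no enzyme wells for full effect; values of inactives mirror those of a sister screen read the other way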
MPTP block = permeability transition pore inhibition | isolated mouse mitochondria, Ca2+ swelling absorbance, 30 min | inhibition, % at 10 µM | 1.4% of 360,000 active | AID 602449;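 active means inhibition of 50% or more, scaled per plate between neutral and stimulator controls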;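 further: 0% = DMSO wells given calcium and 100% = 1 mM EGTA wells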
hIAP activ = human IAP activation | P09923 | purified human IAP, CDP-Star luminescence, 30 min; active compounds read high; 1 = vehicle-only enzyme, 0 = enzyme-free background | activation factor at 10 µM | 0.16% of 330,000 active | AID 2524;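 active means activation factor of the enzyme at least 2-fold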; further: the source names both 10 and 20 µM as test concentration; values of inactives mirror those of a sister screen read the other way
NR3A LBD binder = modulators (binders) of human NR3A ligand-binding domain; NR3A LBD differential scanning fluorimetry, Tm shift; 0% = protein alone, 100% = glycine-bound protein; Tm shift relative to glycine control, % at 25 µM; 2.5% of 340,000 active;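 active means melting temperature shift of at least 10% of the positive control shift, at one fixed dose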
A3A deaminase = human APOBEC3A DNA deaminase inhibition | inhibition, % at 20 µM | recombinant A3A, FAM/TAMRA ssDNA deamination fluorescence | AID 493011 | 0.41% of 330,000 active | P31941;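 active means at least 40% inhibition at 20 µM here, with at most 30% in a related deaminase screen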;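 further: plate controls were A3A with DMSO for no effect and wells lacking A3A enzyme for full effect; some results filed as inactive read as strong as hits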
Target sequence (P31941 whole entry, looked up): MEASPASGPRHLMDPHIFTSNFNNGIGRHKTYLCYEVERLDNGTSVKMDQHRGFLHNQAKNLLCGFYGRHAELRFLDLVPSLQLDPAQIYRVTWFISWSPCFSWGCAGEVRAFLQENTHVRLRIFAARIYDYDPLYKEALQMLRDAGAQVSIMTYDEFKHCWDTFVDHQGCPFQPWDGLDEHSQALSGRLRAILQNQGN
mIAP activ = increases mouse intestinal alkaline phosphatase activity | muIAP, CDP-Star luminescence, 30 min; active compounds read high; 1 = vehicle-only enzyme signal, 0 = enzyme-free wells | activation factor at 10 µM | 0.24% of 330,000 active | AID 2805;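 active means activation factor of at least 2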; further: the source names both 10 and 20 µM as test concentration; values of inactives mirror those of a sister screen read the other way
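Assay system: mouse IAP enzyme; reagent: chemiluminescent substrate CDP-Star; dosing: test compounds delivered from DMSO solution; schedule: 30 min at room temperature; measured by: luminescence from enzymatic CDP-Star hydrolysis; controls: DMSO-only wells and no-enzyme negative control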
hIAP inh = blocks human intestinal alkaline phosphatase. purified IAP, CDP-Star luminescence, 30 min. 0.12% of 330,000 active. inhibition, % at 10 µM. P09923;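 active means inhibition reaching a set limit with compound at 10 µM in the primary screen, cut at about 35% in these data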;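 further: plate controls were DMSO wells with enzyme for no effect and no-enzyme buffer wells for full effect; values of inactives mirror those of a sister screen read the other way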
A3G deaminase = blocks human APOBEC3G single-stranded DNA deamination | inhibition, % at 20 µM | Q9HC16 | recombinant A3G, ssDNA deamination FAM/TAMRA fluorescence | 0.28% of 330,000 active;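 active means inhibition of at least 40% at 20 µM, with no more than 30% in the related APOBEC3A deaminase screen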;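 further: plate controls were DMSO wells with A3G for no effect and wells lacking A3G enzyme for full effect; some compounds called inactive have numbers as strong as hits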
Target sequence (Q9HC16 whole entry, looked up): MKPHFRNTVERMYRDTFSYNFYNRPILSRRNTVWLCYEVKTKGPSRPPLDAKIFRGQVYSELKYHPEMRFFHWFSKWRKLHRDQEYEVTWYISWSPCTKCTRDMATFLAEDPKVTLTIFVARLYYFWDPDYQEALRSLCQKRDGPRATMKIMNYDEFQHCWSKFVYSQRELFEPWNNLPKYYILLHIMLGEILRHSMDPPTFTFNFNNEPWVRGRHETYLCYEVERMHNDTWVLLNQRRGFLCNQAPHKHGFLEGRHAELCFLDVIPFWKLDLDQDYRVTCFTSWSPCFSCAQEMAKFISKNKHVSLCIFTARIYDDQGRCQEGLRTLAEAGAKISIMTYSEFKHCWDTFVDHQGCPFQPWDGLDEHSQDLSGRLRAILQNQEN
* = called active by the depositor; · = no result given.

SMILES	beta cell repl	mIAP block	MPTP block	hIAP activ	NR3A LBD binder	A3A deaminase	mIAP activ	hIAP inh	A3G deaminase
Cc1ccc(NC(=O)Cn2c(CCC(=O)O)ccc2-c2cccs2)cc1	0.3	13.9	-0.4	1	-0.5	-0.5	0.861	-0.2	-4.3
CCOC(=O)NC1(C(F)(F)F)N=C(c2ccccc2)NC1=O (stereo unspecified)	-2.1	-8.8	2.0	1.21	-2.7	-1.4	1.09	-21.4	13.4
CC(C)CCNC(=O)CN(Cc1ccc2c(c1)OCO2)C(=O)CCC(=O)Nc1ccccn1	-1.2	0.5	0.0	0.812	9.6	-0.6	0.995	18.8	-1.1
Cc1cccc(Cc2nnc(CCC(=O)N(C)C3CCOC3)o2)c1 (stereo unspecified)	0.1	6.6	-0.1	0.934	0.8	-3.3	0.934	6.6	-9.8
COc1ccc(Cc2c(O)nc(SCC(=O)c3ccc(OC)cc3)[nH]c2=O)cc1	-4.5	9.6	0.2	0.985	0.7	-4.0	0.904	1.5	-8.2
COc1ccccc1NC(=S)N1CCN(C(=O)C2CCCO2)CC1 (stereo unspecified)	-5.1	-10.4	0.6	1.02	0.2	-3.8	1.1	-2.2	-2.1
O=C(Nc1ccccc1C(=O)O)c1cccc(NC(=O)c2ccco2)c1	-3.0	4.7	-0.5	1.01	-2.8	0.6	0.953	-1.2	-7.4
COc1ccc(C2=NN(CCC(=O)NCc3ccc4c(c3)OCO4)C(=O)CC2)cc1	2.1	-16.4	0.1	1.02	2.3	4.2	1.16	-1.6	-2.9
Cc1ccccc1NC(=O)Cn1c(=O)n(C)c2ccccc21	-1.2	-6.7	2.0	1.09	-0.5	-1.8	1.07	-8.9	-4.0
O=C(CSc1ccc([N+](=O)[O-])cc1)Nc1cccc(S(=O)(=O)Nc2ccccc2F)c1	-5.8	15.5	87.1*	0.916	24.4*	-3.3	0.845	8.4	44.4*
COc1cccc(CN(C)C(=O)C23CC4CC(CC(C4)C2)C3)c1	-2.2	10.2	0.7	1.16	-2.4	-1.2	0.898	-15.6	-1.7
NNC(=O)CNc1cccc(Br)c1	-3.9	6.9	0.3	1.04	7.8	-4.2	0.931	-4.5	-5.2
CCN(c1ccccc1)S(=O)(=O)c1cc2c3c(c1)C(C)C(=O)N3CCC2 (stereo unspecified)	-1.0	0.8	0.0	1.04	1.7	-5.8	0.992	-4.4	-10.0
O=C(Nc1ccc([N+](=O)[O-])cc1)Nc1ccon1	-4.7	-3.3	57.7*	0.956	-2.7	4.6	1.03	4.4	-3.1
O=C(NCCCn1ccnc1)c1cccc(Cl)c1	0.5	1.6	-0.5	1.12	-0.3	-0.3	0.984	-11.7	0.8
CC1CN(C(=O)Cc2ccc(-c3ccccc3)cc2)CC(C)O1 (stereo unspecified)	1.0	5.3	-2.0	0.813	-1.6	3.2	0.947	18.7	-6.9
CCNC(=S)NNc1nc(N2CCCCC2)nc(N2CCOCC2)n1	-1.3	-15.7	0.6	1.21	0.2	-1.3	1.16	-20.8	0.0
CC(NC(=O)Nc1ccccc1F)C(C)(C)C (stereo unspecified)	-1.6	9.8	1.5	1.01	-1.2	-5.1	0.902	-1.2	-9.6
COc1ccc(CCNC(=O)CN2CCCc3ccccc32)cc1OC	1.7	-11.7	0.9	1.12	-0.1	2.1	1.12	-11.8	-6.3
Cc1ccc(CNS(=O)(=O)c2ccc([N+](=O)[O-])cc2)cc1	-1.6	-10.2	-0.4	1.06	0.6	2.7	1.1	-5.9	-1.8
CC(Oc1ccc(F)cc1)C(=O)Nc1ccc(N2CCOCC2)cc1N1CCOCC1 (stereo unspecified)	0.9	11.3	-0.9	0.877	·	-0.1	0.887	12.3	-10.1
OCC1CCCN(C2CCN(Cc3nc(Cc4cccc(C(F)(F)F)c4)no3)CC2)C1 (stereo unspecified)	-3.3	-5.5	1.3	1.02	-1.6	-3.4	1.05	-2.1	-8.5
COCCN(C(=O)c1ccc(N2CCCC2=O)cc1)c1c(N)n(CC(C)C)c(=O)[nH]c1=O	-3.4	-3.6	-0.9	0.783	-3.5	3.3	1.04	21.7	-4.1
CCN(CC(=O)Nc1ccc(NC(C)=O)cc1)C(=O)c1cccc(S(=O)(=O)N2c3ccccc3CC2C)c1 (stereo unspecified)	-0.4	-9.1	-2.0	0.97	0.9	0.4	1.09	3.0	-6.0

Continued, starting with the last 2 of the part before.
SMILES	beta cell repl	mIAP block	MPTP block	hIAP activ	NR3A LBD binder	A3A deaminase	mIAP activ	hIAP inh	A3G deaminase
COCCN(C(=O)c1ccc(N2CCCC2=O)cc1)c1c(N)n(CC(C)C)c(=O)[nH]c1=O	-3.4	-3.6	-0.9	0.783	-3.5	3.3	1.04	21.7	-4.1
CCN(CC(=O)Nc1ccc(NC(C)=O)cc1)C(=O)c1cccc(S(=O)(=O)N2c3ccccc3CC2C)c1 (stereo unspecified)	-0.4	-9.1	-2.0	0.97	0.9	0.4	1.09	3.0	-6.0
Cc1ccccc1Cn1nc(C)c(NC(=O)c2noc3c2CC(C(C)(C)C)CC3)c1C (stereo unspecified)	-5.5	7.8	-0.9	1.09	-0.5	0.8	0.922	-9.5	0.0
Cc1ccc(C(=O)Nc2ccc(C(=O)N3CCCCC3C)cc2)cc1 (stereo unspecified)	-2.2	-13.9	1.2	1.04	0.9	-4.0	1.14	-3.6	-5.5
Cc1ccc(S(=O)(=O)N2CCC(c3nnc(SCCN4CCCC4)n3C)CC2)cc1	0.1	-4.1	0.2	1.15	1.0	-3.3	1.04	-14.9	-7.0
CCn1c(Cc2ccc(OC)cc2)nnc1SCC(=O)Nc1nc2ccccc2s1	-4.6	-0.9	-2.8	1.05	0.8	1.0	1.01	-4.8	-4.5
COc1ccc(C2C(C#N)=C(N)N(Nc3ccccc3)C3=C2C(=O)CC(C)(C)C3)cc1C (stereo unspecified)	-3.0	-16.6	-1.2	1.07	-6.5	-0.6	1.17	-6.6	0.8
C=C1CCN([C@H](C(=O)NCc2ccc(OC)cc2)C(C)C)S(=O)(=O)c2ccccc21	-2.0	-7.3	1.3	1.16	2.6	-5.2	1.07	-16.3	3.9
COc1ccc(C2CC(=O)C(C=NCC(C)C)=C(O)C2)cc1 (stereo unspecified)	-2.5	0.2	0.6	1.01	0.1	5.3	0.998	-0.6	-6.5
CN1CCN(C(=O)/C=C/c2ccccc2)CC1	-0.5	-8.4	-0.6	1.06	0.2	-0.8	1.08	-5.6	-0.9
CCCN(CCC)C(=O)c1ccc2c(c1)N(CC)C(=O)c1ccccc1S2(=O)=O	-3.1	-4.6	0.4	1.07	-3.0	-2.0	1.05	-6.7	-5.1
O=C(Nc1ncc(S(=O)(=O)c2ccc([N+](=O)[O-])cc2)s1)c1ccccc1F	-5.2	-3.0	48.6	1.05	-2.4	-6.6	1.03	-4.6	1.3
CC(=O)N[C@H]1[C@H]([C@H](O)[C@H](O)CO)OC(C(=O)O)=C[C@@H]1O	1.2	-9.0	-0.9	1.02	-0.9	-2.0	1.09	-2.5	-1.3
COc1ccc(NC(=O)c2ccc(Cn3cc(Cl)cn3)cc2)cc1	-2.8	1.1	-0.8	0.948	-25.4	-0.9	0.989	5.2	-8.3
CCCOC(=O)Nc1nc(-c2ccc(C)cc2)c(C)s1	-2.3	-2.1	2.1	1.11	0.8	-4.8	1.02	-10.9	-14.9
C=CCOC(=O)C1=C(C)N=C2SCCC(=O)N2C1/C=C/c1ccccc1 (stereo unspecified)	-3.8	2.6	0.4	1.1	-2.6	1.6	0.974	-9.6	-3.1
Cc1ccc(C(=O)n2c3ccccc3c3ccccc32)cc1	-2.8	10.6	2.2	1.07	-0.4	-2.9	0.894	-6.9	-7.2
CCC1Sc2ccc(S(=O)(=O)CCC(=O)Nc3ccc(C(=O)OC)cc3)cc2NC1=O (stereo unspecified)	-0.7	-1.1	2.4	1.16	-1.6	2.5	1.01	-15.7	-1.0
Cc1ccc(C(C)C)cc1OCCOCCN1CCCC1	3.0	-2.7	-4.5	1.12	0.1	-5.6	1.03	-12.2	-4.9
Cc1ccc(C(=O)N(C)CC(=O)Nc2cccc(C)c2C)o1	-0.7	-1.0	0.0	1.14	-1.0	1.3	1.01	-14.4	-5.5
Cc1c(Cl)cccc1NC(=O)NCc1cccnc1	-1.8	-2.3	-1.3	1.12	-0.7	4.0	1.02	-11.6	-6.9
CCCCCCCOC(=O)c1ccc(OC(=O)c2cccnc2)cc1	-3.3	13.1	4.7	1.07	-3.5	3.9	0.869	-6.9	-0.5
O=C(NCCO)c1ccc2[nH]c3ccccc3c2c1	-3.9	-11.2	-1.1	0.749	-11.6	-0.3	1.11	25.1	-0.5
O=C(NCC(c1ccco1)N1CCc2ccccc2C1)C(=O)Nc1ccccc1F (stereo unspecified)	-1.9	6.1	0.4	1.03	1.8	-5.9	0.939	-2.7	-6.7
COc1cnc(SCC(=O)O)[nH]c1=O	-1.4	2.8	-0.7	0.954	-0.8	0.2	0.972	4.6	-0.3
COc1cc(C=C2C(=O)c3ccccc3C2=O)cc(OC)c1OC	-0.8	3.9	-2.9	0.843	3.7	-3.5	0.961	15.7	-8.4
O=C(Cc1ccccc1)NC(=S)Nc1cccc(C(F)(F)F)c1	-4.6	8.0	5.2	1.07	-2.8	-0.8	0.92	-6.8	-1.5
Cc1cccc(C(=O)NC(C)C(=O)NC(c2nc3ccccc3[nH]2)C(C)C)c1 (stereo unspecified)	-1.0	-10.2	-1.5	1.03	-0.3	15.0	1.1	-3.4	-4.1
Cc1ccc(C(=O)OC(C(=O)O)C(OC(=O)c2ccc(C)cc2)C(=O)O)cc1 (stereo unspecified)	-1.5	-11.1	-1.5	1.06	1.0	-4.1	1.11	-6.0	-10.2
O=C1C2C3C=CC(C3)C2C(=O)N1c1cccnc1 (stereo unspecified)	-3.2	8.9	0.3	1.05	0.3	0.0	0.911	-5.1	-6.0
CCOC(=O)N1CCN(C(=O)/C(=C/c2cccs2)NC(=O)c2cccs2)CC1	-3.6	8.9	1.6	0.95	2.6	6.6	0.911	5.0	-4.8
Cc1c(Cl)cccc1NC(=O)CCN1C(=O)NC(C)(C)C1=O	0.3	1.9	-0.3	0.944	-0.8	21.8	0.981	5.6	-5.4
CCN(C(=O)Cn1c(Cl)nc2c1c(=O)n(C)c(=O)n2C)C1CCCCC1	-1.4	2.8	25.7	1.19	-3.1	2.8	0.972	-18.6	0.4
CCOc1ccc(OCC)c(NC(=O)CNS(=O)(=O)c2cccs2)c1	1.2	12.0	0.9	1.12	-0.8	0.0	0.88	-11.6	-2.8
CCCCc1cc(=O)oc2cc(OCC(=O)N(CC)CC)c(Cl)cc12	-0.4	11.9	-1.0	1.16	2.6	3.1	0.881	-15.9	-0.4
CC1(C)CC(C)(c2ccc(O)cc2O)N(c2ccc3ccccc3c2)C(=S)N1 (stereo unspecified)	-2.6	3.5	1.1	0.943	-11.2	3.4	0.965	5.7	3.0
CC1CCN(S(=O)(=O)c2ccc(S(=O)(=O)NCc3ccccc3)cc2)CC1	-1.7	6.8	0.5	0.914	2.0	-1.5	0.932	8.6	-5.8
CCOc1ccc(C(=O)NC(=S)Nc2cccc(NC(=O)c3ccco3)c2)cc1[N+](=O)[O-]	0.0	20.5	1.6	1.1	16.3*	0.0	0.795	-10.3	-8.3
O=C(CCc1ccccc1)c1ccc2c(c1)OCCCO2	-0.1	-2.2	1.8	0.881	1.4	-2.9	1.02	11.9	-9.1
O=C(CN1CCOCC1)NNC(=S)Nc1ccccc1	-2.7	-1.6	-1.2	1.46	2.8	0.2	1.02	-46.1	-6.0

Bioassay records deposited in PubChem BioAssay by Sanford-Burnham Center for Chemical Genomics.
